# CCR6 antagonist = blocks CCL20-driven beta-arrestin recruitment at human CCR6; CHO-K1 CCR6 PathHunter beta-arrestin, luminescence, CCL20-stimulated; P51684; inhibition, % at 20 µM; hit rate 0.49% among 340,000; AID 493098;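 active = compounds whose inhibition of the agonist-driven luminescence signal at 20 µM reaches about 50%, limit read from the data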;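 also: cells stimulated with CCL20 at 14 nM final; plate controls were DMSO with CCL20 for no effect and DMSO without agonist for full effect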
# Target sequence (P51684 whole entry, looked up): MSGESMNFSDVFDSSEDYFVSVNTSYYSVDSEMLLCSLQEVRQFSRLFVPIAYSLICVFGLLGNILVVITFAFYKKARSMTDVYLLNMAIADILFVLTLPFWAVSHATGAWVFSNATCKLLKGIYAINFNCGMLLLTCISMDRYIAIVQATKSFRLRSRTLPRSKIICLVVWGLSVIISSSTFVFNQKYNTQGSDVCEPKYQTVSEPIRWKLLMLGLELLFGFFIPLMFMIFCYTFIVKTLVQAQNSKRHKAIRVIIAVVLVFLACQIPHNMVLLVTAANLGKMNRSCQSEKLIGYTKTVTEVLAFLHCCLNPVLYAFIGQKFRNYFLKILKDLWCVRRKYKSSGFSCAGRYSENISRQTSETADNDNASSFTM
# Gli-Sufu antag = antagonists of Gli-Sufu signaling | Sufu-KO-LIGHT fibroblasts, Gli luciferase reporter luminescence | inhibition, % at 5 µM | hit rate 0.74% among 340,000 | AID 588413;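 active = inhibition above about 55%, limit read from the data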;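 also: 0% = DMSO-treated cells and 100% = wells with medium but no cells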
# CHOP UPR activ = apoptotic UPR (CHOP) activation; AID 449763; CHO-CHOP luciferase reporter, luminescence; percent of tunicamycin response over DMSO baseline; activation, % at 10 µM; hit rate 0.34% among 330,000;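 active = at 10 µM dose, activation of 40% or more, normalized to positive control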;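 also: 100% = tunicamycin at 10 µg/mL and 0% = DMSO alone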
#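 System: CHO-CHOP luciferase reporter cell line | Buffer or medium: F12 medium containing 10% fetal bovine serum | Doses: One dose, 10 µM in 0.5% DMSO | Times: 6 h compound exposure at 37 °C after overnight seeding | Signal: Luciferase luminescence | Read-out: % activation vs tunicamycin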
# Jurkat NFkB inh = inhibitors of the PMA/ionomycin-induced NF-kB reporter in Jurkat cells | hit rate 0.53% among 330,000 | AID 435003 | PMA/ionomycin-induced NF-kB luciferase reporter, luminescence | inhibition, % at 4 µM; in the data active = inhibition above about 50%
# 697 NFkB inh = lowers PMA/ionomycin-induced NF-kB signal in 697 B cells | 697 B-cell NF-kB luciferase reporter, 16 h | inhibition, % at 4 µM | hit rate 0.33% among 330,000; in the data active = inhibition above about 35%
# Mdm2-MdmX inh = human Mdm2/MdmX binding inhibition; AID 485346; hit rate 3% among 330,000; inhibition, % at 8 µM; SaOS-2 split-luciferase Mdm2/MdmX complementation, luminescence;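 active = inhibition of at least 50% at 8 µM in the primary screen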
# CXCR6 inh = blocks human CXCR6 beta-arrestin recruitment. O00574. CHO-K1 PathHunter CXCR6 beta-arrestin, luminescence. inhibition, % at 20 µM. hit rate 0.36% among 360,000; in the data active = inhibition above about 34%, passing the limit was not always enough;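 also: antagonist mode with CXCL16 agonist at 10 nM final; 0% = 10 nM CXCL16 with DMSO and 100% = unstimulated wells without agonist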
# Target sequence (O00574 whole entry, looked up): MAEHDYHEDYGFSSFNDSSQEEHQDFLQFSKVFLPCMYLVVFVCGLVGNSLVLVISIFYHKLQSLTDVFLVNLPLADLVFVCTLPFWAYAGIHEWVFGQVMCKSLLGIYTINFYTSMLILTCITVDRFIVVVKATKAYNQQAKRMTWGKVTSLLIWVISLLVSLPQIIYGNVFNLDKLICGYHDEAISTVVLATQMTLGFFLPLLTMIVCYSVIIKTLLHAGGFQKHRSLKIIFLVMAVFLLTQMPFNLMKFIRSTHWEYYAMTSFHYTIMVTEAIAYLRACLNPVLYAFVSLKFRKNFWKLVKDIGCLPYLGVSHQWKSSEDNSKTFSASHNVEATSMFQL
# EBI2 block = blocks human EBI2 receptor beta-arrestin signaling | P32249 | EBI2 beta-arrestin recruitment, luminescence, 7a,25-OHC stimulated | inhibition, % at 5 µM | hit rate 0.81% among 360,000; in the data active = inhibition above about 38%;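 also: enzyme fragment complementation signal reports receptor beta-arrestin coupling in cells; 0% = agonist plus DMSO wells and 100% = wells without agonist; some results beyond the cut were filed as inactive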
# Target sequence (P32249 whole entry, looked up, the tested form may be a part): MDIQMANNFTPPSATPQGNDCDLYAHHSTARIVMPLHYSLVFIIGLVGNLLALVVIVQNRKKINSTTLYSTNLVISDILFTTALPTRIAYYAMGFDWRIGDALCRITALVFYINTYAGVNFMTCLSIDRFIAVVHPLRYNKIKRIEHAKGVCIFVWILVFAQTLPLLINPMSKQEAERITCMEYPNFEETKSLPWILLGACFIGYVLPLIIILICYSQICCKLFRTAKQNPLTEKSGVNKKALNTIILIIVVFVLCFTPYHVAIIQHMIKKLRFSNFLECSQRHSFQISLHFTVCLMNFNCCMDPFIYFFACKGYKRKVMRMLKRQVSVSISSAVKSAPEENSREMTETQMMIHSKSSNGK
# UPR XBP1 act = adaptive UPR (XBP1) activation; CHO-XBP1 luciferase reporter, IRE1-XBP1 UPR activation, luminescence; percent of tunicamycin response, DMSO as zero; activation, % at 20 µM; hit rate 0.33% among 330,000;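 active = versus positive control, 20 µM dose yields 30% or more activation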;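 also: 100% = tunicamycin at 10 µg/mL and 0% = DMSO only wells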
#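 assay system = CHO-XBP1 luciferase reporter cells | amount = 1000 cells/well | buffer or medium = F12 plus 10% FBS | compound dosing = single point, 20 µM final compound, 1% DMSO | incubation = 16-18 h cell attachment at 37 °C, then 6 h compound exposure | detection = Steady-Glo luminescence read | controls = tunicamycin 10 µg/mL and vehicle-only wells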
# Starred values were filed as active, the others as inactive; nt = not tested or not shown.
SMILES,CCR6 antagonist,Gli-Sufu antag,CHOP UPR activ,Jurkat NFkB inh,697 NFkB inh,Mdm2-MdmX inh,CXCR6 inh,EBI2 block,UPR XBP1 act
Cc1nn(CCCC(=O)Nc2c(F)cc(F)cc2Br)c(C)c1[N+](=O)[O-],11,-3,-0.9,0,17,19,2,-3,0
CCOC(=O)C1(C)/C(=N/Nc2ccccc2)C(=O)C(=O)N1c1ccccc1 (configuration not stated),17,-5,0.5,4,5,19,3,-10,-1
Nc1ncnc2c1ncn2CCNCCc1ccccc1,2,-23,-2.4,-4,10,2,5,-4,-3
CNc1c(NS(=O)(=O)c2ccc(Cl)cc2)c(=O)oc2ccccc12,1,-19,-0.7,3,5,-3,-3,-24,0
CCS(=O)(=O)NCCc1cc2c(OC)ccc(OC)c2[nH]c1=O,11,-2,0.6,-7,6,12,1,0,0
Cc1cnc(NS(=O)(=O)c2ccc(Cl)cc2)c(Br)c1,5,3,-0.2,3,-5,11,-3,-20,2
OCC1(CCOc2ccccc2)CCN(Cc2ccc3c(c2)OCCO3)CC1,2,2,0.1,1,19,-17,1,-5,3
O=C(COC(=O)c1ccc2c(c1)OCO2)Nc1nc(-c2ccccc2)cs1,-8,-18,2.1,-14,-32,12,-5,-2,-3
CCC(=O)Nc1ccc2oc(-c3cccc(C)c3)nc2c1,4,-97,-4.7,-127,-317,-130,-5,-3,-4
CC(=O)C1=C(C)NC(SCC(N)=O)=C(C#N)C1CC(C)C (configuration not stated),-4,-13,-2.3,-7,-3,-4,-2,0,-2
CC(C)(C)NC(=O)c1ccc2c(c1)N(CC(=O)N1CCN(c3ccc(F)cc3)CC1)C(=O)C(C)(C)O2,-2,2,-1.1,-8,-29,18,4,13,1
COc1ccccc1CN1CC(C(=O)NC2(c3ccccc3)CC2)CCC1=O (configuration not stated),-2,16,0.8,6,-17,5,2,4,-2
Cc1ccc(Cl)cc1NC(=O)CN1CCN(C(=O)C2CCCO2)CC1 (configuration not stated),-2,-7,0.4,23,3,3,1,-6,-3
Cc1nc(NC(C)C)c2cnn(CCc3ccccc3)c2n1,2,6,5.5,-46,-49,-54,-6,-3,4
O=C1CC(N2CCN(c3ccccc3)CC2)C(=O)N1c1cccc(Cl)c1 (configuration not stated),13,3,3.3,-2,13,11,-10,-5,-1
COc1ccc(CNC(=O)C2CCN(S(C)(=O)=O)CC2)cc1,-8,-5,-0.4,11,4,-26,-3,-9,-1
C=CCOc1ccc(/C=C/C(=O)OCC(=O)NCC2CCCCC2)cc1,1,36,0.3,-7,18,16,-2,2,0
COc1ccc(CNC(=O)CN(Cc2ccc(OC)cc2)C(=O)c2csnn2)cc1,-5,-3,-0.9,6,-1,-18,-2,-5,-2
COc1cc(NC(=O)Cn2c([N+](=O)[O-])cnc2C)c(OC)cc1Cl,-2,5,2.4,-5,10,14,2,-13,0
Cc1ccc(C)c(N(CC(=O)NCCc2ccccc2)C(=O)CCC(=O)Nc2ccccn2)c1,-8,-18,-1.3,17,6,26,-3,1,-3
CN(C)S(=O)(=O)c1cc(NC(=O)[C@H](Cc2ccccc2)N2C(=O)c3ccccc3C2=O)ccc1Cl,20,-4,0.7,-11,1,11,-1,4,0
O=C1COc2ccc(C(=O)COC(=O)c3ccc(Cl)cc3[N+](=O)[O-])cc2N1,-5,-3,2.7,12,3,20,-15,-4,-4
COc1ccc(OC)c(CCNC(=O)c2ccccc2NC(=O)C2=C(C)OCCS2)c1,19,-13,-2.3,-2,14,8,-3,5,-7
Cc1cc(Cl)ccc1OCCCC(=O)N1CCN(C)CC1,10,3,-1.5,-4,-4,6,0,-1,-2
CN=C(NC#N)SCC(=O)c1ccc(Cl)cc1Cl,13,-1,-0.7,-3,-20,13,5,4,5
O=c1ccn([C@@H]2O[C@H](CNS(=O)(=O)C3CC3)[C@@H](O)[C@H]2O)c(=O)[nH]1,1,-3,nt,nt,nt,nt,0,0,nt
N#Cc1nc(N)nc(N(c2ccccc2)c2ccccc2)n1,8,-11,-0.5,-12,-48,-34,-4,-6,-2
COC(=O)[C@H](C)NC(=O)NCc1ccccc1F,-1,-3,0.3,4,22,-10,-5,-3,-3
NC(=O)NC(=O)COC(=O)CCCSc1nc2ccccc2s1,12,3,-1.8,8,15,6,1,2,-2
NS(=O)(=O)c1ccc(CCNC(=O)c2cncc(Br)c2)cc1,5,2,-1.2,-14,-3,10,4,1,-1
Cc1cc(-n2c(C)cc(C(=O)CN3C(=O)NC4(CCCC4)C3=O)c2C)no1,-11,-12,-1.1,-14,-14,9,-8,0,-2
CNC(=O)Nc1ccc2nc(C)sc2c1,15,-12,2.1,5,-5,11,-10,-11,0
Cc1ccc(NC(=O)C(=O)NNC(=O)c2ccccc2C)cc1Cl,9,-26,-1.6,7,-15,39,-3,-6,0
Cc1ccc(NC(=S)N(CCC(C)C)C(C)c2ccncc2)c(Cl)c1 (configuration not stated),8,7,0.0,3,11,3,-14,2,0
CC(=O)Nc1ccc(S(=O)(=O)N2CCN(C)CC2)cc1,10,-12,6.1,11,3,-16,3,0,-1
COCCCN(C(=O)c1cc(C)oc1C)c1c(N)n(CC(C)C)c(=O)[nH]c1=O,-3,-3,1.5,-10,26,0,-1,-3,-1
O=C(CCN1C(=O)/C(=C/c2ccccc2Cl)SC1=S)NCCCN1CCOCC1,5,3,-0.8,-2,-13,9,-8,15,-6
O=C(Nc1ccc(Br)cc1C(=O)O)c1ccc2c(c1)C(=O)N(Cc1ccccc1)C2=O,3,-4,-0.5,-14,9,11,-7,-5,-1
CS(=O)(=O)Nc1ccc(C(=O)Nc2ccc3ccccc3c2)cc1,-15,-75,6.5,-158,-254,-84,-8,14,0
Cc1ccc(Nc2ccc(C(=O)O)cc2[N+](=O)[O-])cc1,23,-16,-2.2,-11,-40,15,9,9,1
CCN(CC(=O)NCc1cccs1)c1ccc(S(=O)(=O)N2CCN(C)CC2)cn1,5,3,0.0,-4,7,-2,-8,-6,-1
O=C(Nc1ccccn1)C(=O)N1CCCCC1,-4,-10,1.4,0,-35,-25,-1,8,0
Cc1cc(NC(=O)CN2CCC(n3nnc4cc(C(F)(F)F)ccc43)CC2)no1,0,16,-3.0,13,3,10,0,10,1
c1cc(-c2ccncc2)ccn1,1,-2,3.9,-2,-40,3,3,-10,1
CCN1CCN(Cc2nc3c(c(=O)n(C)c(=O)n3C)n2CCc2ccccc2)CC1,6,-13,nt,nt,nt,nt,3,3,nt
O=S(=O)(c1ccccc1)N1CCC(c2ccccc2)CC1,-4,23,-2.1,-15,-22,-20,-6,7,3
COc1ccc(C2=NN(C(C#N)c3ccc(OC)cc3)C(c3ccccc3)C2)cc1 (configuration not stated),1,-29,nt,nt,nt,nt,12,12,nt
Cc1csc(SC(C)C(=O)Nc2ccc3c(c2)OCCO3)n1 (configuration not stated),6,1,0.2,6,-11,-19,-2,11,0
NC(=O)C1CCN(c2nc(-c3ccc4c(c3)OCCO4)cs2)CC1,10,-4,1.6,3,2,-8,nt,nt,-2
OCC1(CCc2ccccc2)CCCN(C/C=C/c2ccccc2)C1 (configuration not stated),8,22,-0.1,-9,17,21,6,-3,-4

# Continued:
SMILES,CCR6 antagonist,Gli-Sufu antag,CHOP UPR activ,Jurkat NFkB inh,697 NFkB inh,Mdm2-MdmX inh,CXCR6 inh,EBI2 block,UPR XBP1 act
CCOc1ccc(NC(=O)C2CC3CCC2C3)cc1 (configuration not stated),-1,-27,3.4,-38,-49,-3,-1,1,7
O=C(Nc1ccc(S(=O)(=O)NCc2ccccc2)cc1)Nc1ccc2c(c1)OCO2,-19,-16,2.0,-26,-29,-25,-7,-3,0
Fc1ccc(NC(=S)Nc2cccc3ccccc23)cc1,9,8,11,-57,-96,-38,-13,3,15
CON=C(C(=O)NC1C(=O)N2C(C(=O)O)=C(CSc3nc(=O)c(=O)[nH]n3C)CSC12)c1csc(N)n1 (configuration not stated),-8,3,nt,nt,nt,nt,3,1,nt
Cc1nnc(N/N=C/c2cc([N+](=O)[O-])c(N3CCC(C)CC3)cc2N2CCC(C)CC2)n1N,18,85*,3.6,6,2,16,14,28,0
COc1ccc2c3c([nH]c2c1)[C@H]1C[C@H]2[C@H](C[C@@H](O)[C@H](OC)[C@H]2C(=O)O)CN1CC3,-8,18,-2.5,-7,4,-3,-19,-3,-6
O=c1oc2ccccc2c(O)c1Sc1c(O)c2ccccc2oc1=O,-10,2,nt,nt,nt,nt,-4,-1,nt
CC(=O)N1CCN(C(=O)c2cccc(S(=O)(=O)NCc3ccccc3)c2)CC1,-1,-13,0.2,11,3,2,6,8,-2
COc1ccccc1CN1C[C@@H]2C[C@@H](c3ccccc3C)N3CCC[C@@]23C1=O,1,11,1.2,13,12,11,9,5,-4
COc1cccc(NC(=O)c2ccc3c(O)c(S(=O)(=O)c4ccccc4)c(=O)[nH]c3c2)c1,1,-13,0.7,7,-32,16,-3,1,-1
CS(=O)(=O)NN1C(=O)c2ccccc2NC1c1cccc2cccnc12 (configuration not stated),2,-1,4.0,-48,-38,-24,-2,8,3
Cn1c(CCNC(=O)C(C)(C)C)nc2ccccc21,1,-2,-0.3,-14,9,0,5,0,0
Cc1ccc(S(=O)(=O)CC(=O)Nc2ccc(Cl)cn2)cc1,-3,-22,-1.5,-13,-10,6,-2,7,-1
CC(=O)Nc1ccc(OCC(=O)N2CCc3ccccc3C2)cc1,3,-8,0.3,26,6,-4,-2,-6,6
COc1ccccc1CCN1CCCC(CN(C)CC(C)(C)CO)C1 (configuration not stated),9,-8,0.3,16,9,22,6,9,-5
CCC(NS(=O)(=O)c1ccc(C)cc1)C(=O)N1CCOCCOCCOCC1 (configuration not stated),10,4,0.0,3,11,-4,-9,1,-5
NC(=S)c1ncc(C(F)(F)F)cc1Cl,8,2,-0.4,-1,10,4,-11,5,-2
Cc1ccc2cc(CCNC(=O)c3ccc(S(=O)(=O)N4CCCCC4)cc3)c(=O)[nH]c2c1,12,0,-0.2,-3,-9,11,-3,10,-2
O=S(=O)(NCC(c1cccnc1)N1CCN(Cc2ccccc2)CC1)c1ccccc1 (configuration not stated),2,46,0.2,3,10,16,9,6,0
O=C(Nc1cccc(Cl)c1N1CCCC1)c1cccc(-c2cc3ccccc3oc2=O)c1,-8,-45,1.3,-12,-102,20,4,21,0
Cc1onc(-c2c(Cl)cccc2Cl)c1C(O)c1ccc(F)cc1 (configuration not stated),18,-3,-1.9,-10,15,14,3,14,-4
COc1ccc(-c2cnc3ccccc3n2)cc1NC(=O)CNC(=O)c1ccccc1,5,6,6.5,-96,-121,18,12,-6,0
COc1ccc(Cn2c(-c3ccc(OC)cc3)nc3ccccc32)cc1,2,-10,-1.4,4,-18,13,3,-1,-2

# At a glance, two of the compounds above.
SMILES,CCR6 antagonist,Gli-Sufu antag,CHOP UPR activ,Jurkat NFkB inh,697 NFkB inh,Mdm2-MdmX inh,CXCR6 inh,EBI2 block,UPR XBP1 act
COc1ccc(-c2cnc3ccccc3n2)cc1NC(=O)CNC(=O)c1ccccc1,5,6,6.5,-96,-121,18,12,-6,0
COc1ccc(Cn2c(-c3ccc(OC)cc3)nc3ccccc32)cc1,2,-10,-1.4,4,-18,13,3,-1,-2

# Quoted from the listing.
# For CHOP UPR activ, `O=S(=O)(NCC(c1cccnc1)N1CCN(Cc2ccccc2)CC1)c1ccccc1` (configuration not stated) is listed with 0.2
# For CHOP UPR activ, `Cn1c(CCNC(=O)C(C)(C)C)nc2ccccc21` is listed with -0.3
# For Mdm2-MdmX inh, `O=C(Nc1cccc(Cl)c1N1CCCC1)c1cccc(-c2cc3ccccc3oc2=O)c1` is listed with 20
# For CXCR6 inh, `Cc1ccc2cc(CCNC(=O)c3ccc(S(=O)(=O)N4CCCCC4)cc3)c(=O)[nH]c2c1` is listed with -3
